Bioassay records as filed in PubChem BioAssay.
USP8 block = inhibitors of human USP8 deubiquitinase. purified USP8, Ub-rhodamine cleavage fluorescence, 30 min. inhibition, % at 20 µM. 47,000 compounds, 4.2% hits. AID 1645853, 2021
OTUD3 block = inhibitors of human OTUD3 deubiquitinase; OTU domain-containing protein 3 (Homo sapiens), Q5T2D3; purified OTUD3, Ub-rhodamine fluorescence, 2 h; inhibition, % at 25 µM; 47,000 compounds, 0.7% hits; AID 1645858, 2021
UCHL1 block = inhibitors of human UCHL1 deubiquitinase | inhibition, % at 20 µM | AID 1645859, 2021 | 47,000 compounds, 0.2% hits | Ubiquitin carboxyl-terminal hydrolase isozyme L1 (Homo sapiens), P09936 | purified UCHL1, Ub-rhodamine cleavage fluorescence
USP17 block = inhibitors of human USP17 deubiquitinase; 47,000 compounds, 6.5% hits; purified USP17, Ub-rhodamine cleavage fluorescence, 3 h; Ubiquitin carboxyl-terminal hydrolase 17-like protein 5 (Homo sapiens), A8MUK1; inhibition, % at 50 µM
Target sequence (A8MUK1 whole entry, looked up): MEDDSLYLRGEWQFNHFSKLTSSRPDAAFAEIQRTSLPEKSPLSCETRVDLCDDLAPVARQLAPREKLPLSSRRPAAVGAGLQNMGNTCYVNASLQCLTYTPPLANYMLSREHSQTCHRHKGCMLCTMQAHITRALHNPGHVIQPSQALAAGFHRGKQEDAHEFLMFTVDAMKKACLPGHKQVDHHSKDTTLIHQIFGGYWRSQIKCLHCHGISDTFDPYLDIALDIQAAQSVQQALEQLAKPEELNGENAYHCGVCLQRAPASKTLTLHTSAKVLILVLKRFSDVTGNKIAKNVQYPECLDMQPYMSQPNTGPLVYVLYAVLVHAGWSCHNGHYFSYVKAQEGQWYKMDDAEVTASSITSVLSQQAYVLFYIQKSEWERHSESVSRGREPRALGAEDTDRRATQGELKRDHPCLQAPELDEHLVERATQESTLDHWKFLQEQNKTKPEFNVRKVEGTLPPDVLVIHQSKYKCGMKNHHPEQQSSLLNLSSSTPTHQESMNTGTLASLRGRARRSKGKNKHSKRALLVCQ
USP30 inh = inhibitors of human USP30 deubiquitinase; purified USP30, Ub-rhodamine cleavage fluorescence; inhibition, % at 25 µM; 47,000 compounds, 5.3% hits; AID 1645860, 2021
Target sequence (Q70CQ3 whole entry, looked up): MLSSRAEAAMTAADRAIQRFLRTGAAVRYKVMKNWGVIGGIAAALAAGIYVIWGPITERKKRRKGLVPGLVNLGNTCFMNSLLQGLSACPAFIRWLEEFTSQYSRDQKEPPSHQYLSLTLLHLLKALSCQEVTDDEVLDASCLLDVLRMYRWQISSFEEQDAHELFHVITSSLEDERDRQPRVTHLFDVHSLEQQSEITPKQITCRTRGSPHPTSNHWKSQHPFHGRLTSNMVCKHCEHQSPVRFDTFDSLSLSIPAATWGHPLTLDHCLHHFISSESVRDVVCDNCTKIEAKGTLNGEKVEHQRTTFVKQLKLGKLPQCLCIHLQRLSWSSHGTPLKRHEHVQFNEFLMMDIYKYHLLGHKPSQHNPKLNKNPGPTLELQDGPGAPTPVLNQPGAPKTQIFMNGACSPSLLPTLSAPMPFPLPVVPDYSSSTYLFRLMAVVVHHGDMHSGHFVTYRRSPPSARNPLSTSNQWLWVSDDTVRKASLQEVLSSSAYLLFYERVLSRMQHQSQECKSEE
USP7 block = inhibitors of human USP7 deubiquitinase | 47,000 compounds, 0.3% hits | inhibition, % at 20 µM | Ubiquitin carboxyl-terminal hydrolase 7 (Homo sapiens), Q93009 | AID 1645854, 2021 | purified USP7, Ub-rhodamine cleavage fluorescence
USP28 block = inhibitors of human USP28 deubiquitinase; Ubiquitin carboxyl-terminal hydrolase 28 (Homo sapiens), Q96RU2; purified USP28, Ub-rhodamine cleavage fluorescence, 30 min; inhibition, % at 25 µM; 47,000 compounds, 3% hits; AID 1645857, 2021
USP10 block = inhibitors of human USP10 deubiquitinase | Ubiquitin carboxyl-terminal hydrolase 10 (Homo sapiens), Q14694 | purified USP10, Ub-rhodamine fluorescence, 60 min | inhibition, % at 20 µM | 47,000 compounds, 1.1% hits
Starred values were filed as active, the others as inactive; / = no result given. No stated cut-off is given here; in the data, active means inhibition above about 30%; inactive means the rest.

SMILES	USP8 block	OTUD3 block	UCHL1 block	USP17 block	USP30 inh	USP7 block	USP28 block	USP10 block
O=C(Nc1ccc(-c2noc(C3CCC3)n2)cc1)N1CCCCCC1	2	1	3	2	6	-2	15	0
Cc1nn(CC(=O)NCc2ccco2)c(C)c1S(=O)(=O)N(C)C	20	16	2	16	18	5	7	0
COc1cccc(N2C(=O)CC(c3ccc(OC)c(OC)c3)CC2=O)c1	0	3	2	-1	6	3	4	1
CS(=O)(=O)c1ccccc1CN1CCC(N(Cc2ccco2)C(=O)c2cccc(C#N)c2)CC1	-5	-12	-3	-13	-41	-25	-19	0
CC(C)Cc1cc(C(=O)N2CCOC(c3nccnc3N)C2)n(C)n1 (stereo not given)	-4	5	3	6	10	4	5	0
CCc1cccc2c(C(=O)COc3ccc(C#N)cc3)c[nH]c12	82*	32*	4	43*	91*	3	71*	16
CCCCOc1ccc(-c2cc(C(=O)NC(C)c3ccc(C)c(C)c3)c3ccccc3n2)cc1 (stereo not given)	-12	13	-1	8	13	-3	15	5
CCc1noc(-c2ccn3c(CC(=O)Nc4ccccc4C)nnc3c2)n1	76*	10	1	25	12	9	1	18
CCOc1ccc(CC(=O)NCC(c2ccc(F)cc2)N2CCOCC2)cc1 (stereo not given)	-2	-4	0	-19	-3	-1	-4	0
CCn1nccc1C1CCCN1C(=O)Nc1ccc(C)c(C)c1 (stereo not given)	3	4	-2	1	14	-1	2	1
O=C(NCc1csc(-c2ccccc2)n1)c1cc(F)cc2c1OCOC2	2	16	0	33*	15	-13	17	4
Cc1cccc(CCNC(=O)Cn2nc(-n3c(C)ccc3C)c3c(C)cc(C)nc32)c1	2	11	8	-2	-27	10	0	5
CCc1ccc(C(=O)N2CCC(Oc3ccc(C(=O)N(C)C)cn3)CC2)cc1	0	0	-1	-5	-2	-6	-7	0
O=C(Cc1cccc(F)c1)Nc1cc(-c2ccccn2)no1	-3	-4	-3	-3	1	2	1	2
Cc1nc(-c2cccc(N3CC(C(=O)NC4CCC(C)CC4)CC3=O)c2)no1 (stereo not given)	-7	-3	-1	-22	-7	-4	-11	-1
CSc1cccc(NC(=O)C2CCCN(c3nnc(N4CCCC4=O)s3)C2)c1 (stereo not given)	-78	1	0	-15	-38	-2	-1	-4
Cc1ccc(-c2n[nH]c3c2CN(C(=O)Cn2ccnc2)CC3)cc1	-7	-6	-3	-5	0	-1	-3	0
O=C(NC(Cc1ccccc1)c1ccc2c(c1)OCCO2)c1ccco1 (stereo not given)	5	-3	0	-5	0	-1	1	3
Cc1ccc(C(=O)N2CCCC(Cc3cnc(-c4ncc[nH]4)cn3)C2)cn1 (stereo not given)	0	8	1	3	9	4	-1	-3
Cc1nc(C2(NC(=O)NCc3ccc(Cl)cc3)CCCC2)no1	-2	4	0	0	14	-18	0	0

The final 6 compounds of the part above open the next one:
SMILES	USP8 block	OTUD3 block	UCHL1 block	USP17 block	USP30 inh	USP7 block	USP28 block	USP10 block
Cc1nc(-c2cccc(N3CC(C(=O)NC4CCC(C)CC4)CC3=O)c2)no1 (stereo not given)	-7	-3	-1	-22	-7	-4	-11	-1
CSc1cccc(NC(=O)C2CCCN(c3nnc(N4CCCC4=O)s3)C2)c1 (stereo not given)	-78	1	0	-15	-38	-2	-1	-4
Cc1ccc(-c2n[nH]c3c2CN(C(=O)Cn2ccnc2)CC3)cc1	-7	-6	-3	-5	0	-1	-3	0
O=C(NC(Cc1ccccc1)c1ccc2c(c1)OCCO2)c1ccco1 (stereo not given)	5	-3	0	-5	0	-1	1	3
Cc1ccc(C(=O)N2CCCC(Cc3cnc(-c4ncc[nH]4)cn3)C2)cn1 (stereo not given)	0	8	1	3	9	4	-1	-3
Cc1nc(C2(NC(=O)NCc3ccc(Cl)cc3)CCCC2)no1	-2	4	0	0	14	-18	0	0
Fc1ccc(CN2CCC(c3cc(-c4cccc5ccccc45)n[nH]3)CC2)cc1	-21	-12	7	-22	2	6	-7	5
O=S1(=O)C[C@H](NCCc2ccccc2F)[C@@H](S(=O)(=O)c2ccc(F)cc2)C1	-5	-3	-2	-14	-6	-2	-11	-1
CC[C@H](C)C(=O)O[C@H]1C[C@@H](C)C=C2C=C[C@H](C)[C@H](CC[C@@H]3C[C@@H](O)CC(=O)O3)[C@H]21	5	-9	1	5	-18	1	0	4
CCC(=O)N1CCC(COc2ccc(C(=O)N3CCOCC3)cc2)CC1	1	1	0	-1	-7	2	-3	2
Cc1ccc(OCCn2c(=N)n(C(C)C)c3ccccc32)cc1	15	1	0	8	28	-3	78*	4
COc1ccc(CN2CC(=O)N3CCc4c([nH]c5ccccc45)C3(C)C2=O)cc1 (stereo not given)	-38	-4	2	-9	-2	-18	-1	1
COc1cc2c(cc1OC)-c1c(C#N)c(-c3ccc4c(c3)OCO4)c(C(=O)c3ccccc3)n1CC2	0	-2	-6	2	0	-6	-4	4
CC(C)(C)OC(=O)N1Cc2ccccc2C[C@H]1C(=O)N1CCC(C(=O)N[C@H](CC(N)=O)C(=O)O)(c2ccccc2)CC1	50*	6	4	22	0	4	6	1
COCC(=O)N1CCC2(CC1)CC[C@@]1(C(=O)N3CCCC3)CN(C)C[C@@H]21	-349	-4	-1	-55	-10	-4	-12	-1
COc1cccc(C(=O)N2CCN(CC3CC4C=CC3C4)CC2)c1OC (stereo not given)	2	-2	-2	-5	10	/	-3	-2
Cc1ccc(S(=O)(=O)c2cnc(SCC(=O)Nc3ccc(Cl)cc3)nc2N)cc1C	23	14	0	80*	39*	9	48*	5
COc1ccc(OC)c(NC(=O)CN(C2CCCCC2)S(=O)(=O)c2ccc(C)cc2)c1	-16	0	4	-6	0	5	3	7
Cc1ccc(C(C(=O)Nc2ccc(F)cc2)N(C(=O)c2cnccn2)c2ccc3c(c2)OCO3)cc1 (stereo not given)	-25	-9	0	-10	-27	-4	-6	-3
CC(Sc1ncnc2nc[nH]c12)C(=O)Nc1ccc(Br)cc1F (stereo not given)	74*	10	1	16	27	11	11	22
COc1ncccc1CNC(=O)c1ccc2nc[nH]c2c1	4	3	1	1	6	2	1	0
Cc1ccc(C)c(NC(=O)Cn2cc(C(=O)C3CC3)c3ccccc32)c1	93*	15	3	62*	76*	35*	57*	46*
Cc1ccc(NC(=O)Cn2c(C)cc(-c3nc(C4CC4)no3)c2C)c(F)c1	-21	-42	-10	-29	-124	-11	-17	-2
CCS(=O)(=O)N1CCc2c(nc(C3CCCN3)nc2NC)C1 (stereo not given)	-40	-25	-3	-7	-57	-5	-9	-2
CCn1ncc2ccc(C(=O)NC3CC3)cc21	-4	1	-2	-3	-14	-1	-12	1
CCCCC(=O)Nc1ccc2c(c1)nc(CCN1CCN(c3ccccn3)CC1)n2C	14	0	0	6	13	4	5	0

Four entries from above, sorted by their value in USP10 block, ascending:
Compound	USP10 block
Cc1ccc(C(C(=O)Nc2ccc(F)cc2)N(C(=O)c2cnccn2)c2ccc3c(c2)OCO3)cc1 (stereo not given)	-3
CCS(=O)(=O)N1CCc2c(nc(C3CCCN3)nc2NC)C1 (stereo not given)	-2
CCCCC(=O)Nc1ccc2c(c1)nc(CCN1CCN(c3ccccn3)CC1)n2C	0
Cc1ccc(S(=O)(=O)c2cnc(SCC(=O)Nc3ccc(Cl)cc3)nc2N)cc1C	5

Going on with the list.
SMILES	USP8 block	OTUD3 block	UCHL1 block	USP17 block	USP30 inh	USP7 block	USP28 block	USP10 block
Cc1cccc(C)c1NS(=O)(=O)c1ccc2c(c1)NC(=O)CC(C)S2 (stereo not given)	19	4	5	8	10	5	9	4
O=c1[nH]cc(-c2cccs2)c(=O)[nH]1	-69	-8	-3	-2	-9	3	-10	0
COc1ccc(Sc2ccc(NC(=O)c3c(F)cccc3F)cc2C#N)cc1	11	5	7	4	15	-4	21	9
O=C1NCc2ccccc2CC12CCCN(Cc1cccc(O)c1)C2 (stereo not given)	4	-4	1	-7	/	4	/	0
COc1ccccc1CC(NC(C)=O)C(=O)NC1CCN(C(=O)C2CC2)CC1 (stereo not given)	14	9	0	8	19	5	6	2
COc1ccc(CNc2nc3c(c(=O)n2C)CCN(C(=O)Nc2ccccc2)C3)cc1	-1	-12	4	-9	-18	1	-5	-1
CC(C)NC(=O)NC1CC2(CCN(C(=O)Cc3cnc[nH]3)CC2)Oc2ccccc21 (stereo not given)	-190	-2	-3	-41	-16	0	-4	0
COc1c(C(=O)N2CCN(c3ccnc(N4CCC(OC)CC4)n3)CC2)ccc2ccccc12	-4	-14	0	-17	-9	0	-30	-3
COCCN(Cc1cc2cc(C)ccc2[nH]c1=O)S(=O)(=O)c1ccc(Cl)cc1	-28	5	0	33*	28	0	8	0
CC(=O)N1CCC(C(=O)Nc2ccc(F)cc2)(N(Cc2ccc(C)cc2)C(=O)c2ccc(C#N)cc2)CC1	-24	-3	0	-6	2	-4	0	-6
NC=C1NC(=O)c2ccccc2N1	-241	-2	-2	-30	7	0	-5	0
O=C(Cc1csc(-c2cccs2)n1)Nc1ccnn1Cc1cccs1	17	-8	-6	19	-26	-8	-6	-7
Cc1[nH]c2ccccc2c1C1CCN(S(=O)(=O)c2ccc(Cl)cc2)CC1	17	-20	5	0	-118	8	-4	6
COc1cc(NCc2nc3scc(-c4ccccc4)c3c(=O)[nH]2)cc(OC)c1	-39	-17	-4	-4	-55	-3	-16	0
CCN1CCCC1CNc1nc(-c2ccc(OC)cc2)nc2ccccc12 (stereo not given)	-13	-8	-6	-14	-19	-8	-1	-4
O=C1NCCNC(=O)C2(C/C=C/COc3ccccc31)CCCN(C(=O)c1ccncc1)C2 (stereo not given)	-9	13	0	10	19	4	14	0
CCOc1ccc(C(=O)C[n+]2cc(-c3ccccc3)n3c2CCC3)cc1	-1	12	4	3	30*	6	10	0
CC(=O)N1Cc2ccccc2OC2(CCN(Cc3cnc(C)nc3)CC2)C1	-12	-21	0	-15	-4	2	-4	0
COc1cccc(N2CCN(C(=O)CC(c3cccc(F)c3)n3cccc3)CC2)c1 (stereo not given)	1	-35	-4	11	-135	0	-25	0
Cc1ccc(C)c(-c2cc3c(=O)n(Cc4noc(CN5CCCCC5)n4)ccn3n2)c1	-10	-15	0	-9	-52	0	71*	-2
COC(=O)CSc1snnc1-c1ccc(Cl)c(Cl)c1	-13	9	5	8	21	-9	15	10
Cc1ccc(-c2n[nH]c3c2CN(S(=O)(=O)c2cn(C)cn2)CC3)cc1	10	16	0	0	21	1	6	-1
O=C(Cn1c(=O)[nH]c2c(-c3ccccc3)c[nH]c2c1=O)N1CCCCCC1	46*	-44	-5	-48	-100	9	-23	1
CN1[C@@H](CCC(=O)NCc2ccc(F)cc2)CNC(=O)[C@H]2NCC[C@H]21	0	-8	1	-3	-2	3	-8	1
N#Cc1ccc(N2CCC(C(=O)Nc3nc4ccccc4s3)CC2)nc1	-2	-30	-6	-44	-164	-6	-36	-2
CC(C(=O)c1ccccc1)C1(O)C(=O)N(Cc2cccc3ccccc23)c2ccccc21 (stereo not given)	-24	3	5	3	0	-2	8	3
COc1cc(OC)c(N(C)S(=O)(=O)c2cccc(C(=O)OCC(=O)Nc3ccccc3C(C)=O)c2)cc1Cl	-6	-10	-1	-23	-15	0	-14	-2
CCN1CCc2c(cccc2-n2nnc(C(=O)NCC3CCCCC3)c2C)C1	-1	-11	-1	-8	-33	-7	-3	-8
Fc1cccc(-c2nnc(C3CC34CCNCC4)o2)c1 (stereo not given)	2	-6	-2	-12	-15	-2	-9	-2
O=C(c1snc2c(=O)n(Cc3ccccc3)c(=O)[nH]c12)N1CCOCC1	-3	0	-2	-5	-33	-25	-3	-4
C=C(C)CSc1nc2sc3c(c2c(=O)n1-c1ccccc1)CCN(C)C3	-50	-32	-23	-17	-210	-40	-37	-6
COc1ccc(C(=O)N2CC(=O)N(Cc3ccccc3)CC(O)C2)cc1 (stereo not given)	-1	-7	0	-4	3	0	-7	1
COc1cc(OC)cc(-c2noc(Cn3c(=O)[nH]c4cc5c(cc4c3=O)OCO5)n2)c1	82*	-3	2	/	-35	6	-6	3
Cc1ccc(Cn2cccc(S(=O)(=O)N3CCCC3)c2=O)cc1	-17	-14	-5	-21	-25	-5	-14	-5
CC(C)(C)c1cc(C(=O)N2CCC(C3Nc4ccccc4S(=O)(=O)N3)CC2)n[nH]1 (stereo not given)	7	2	0	0	12	0	10	0
N#Cc1c2n(c(=O)n(CC(=O)N(Cc3ccccc3F)C3CC3)c1=O)CCC2	22	-8	-15	23	-82	-10	-2	-1

Shown with two lines to a compound: three of the compounds above.
Fields – USP8 block, OTUD3 block, UCHL1 block, USP17 block, USP30 inh, USP7 block, USP28 block, USP10 block
- COc1ccc(CN2CC(=O)N3CCc4c([nH]c5ccccc45)C3(C)C2=O)cc1 (stereo not given)
→ -38, -4, 2, -9, -2, -18, -1, 1
- COc1ccc(OC)c(NC(=O)CN(C2CCCCC2)S(=O)(=O)c2ccc(C)cc2)c1
→ -16, 0, 4, -6, 0, 5, 3, 7
- Cc1ccc(Cn2cccc(S(=O)(=O)N3CCCC3)c2=O)cc1
→ -17, -14, -5, -21, -25, -5, -14, -5
